FBPA coupling cs – qHTS Assay for Inhibitors of Fructose-1,6-bisphosphate Aldolase from Giardia Lamblia: Coupling assay counterscreen; coupling enzyme system counterscreen, AmpLite Red fluorescence; activity change, negative = inhibition, % at 58.2 µM, hits read low; 290,000 compounds, 0.67% hits; in the data active = activity change below about -30%; note: % is set by controls: 0 for no effect and ±100 for the full control effect
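Final compound at 57.5 uM, incubated 10 min at RT with coupling enzyme reagent (glyceraldehyde-3-phosphate), then 20 min with substrate and AmpLite Red detection. Fluorescence read at 525/598 nm; tests interference with the coupling assay, not aldolase inhibition.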
uPA surface inh – qHTS for Inhibitors of Cell Surface uPA Generation; Potency, µM (series often up to 38.3 µM), without a hit: top-dose activity change, negative = inhibition, usual class: inhibitors; cell surface uPA generation assay, qHTS; 330,000 compounds, 0.31% hits; active = well fitted inhibition curve with a large enough effect; inconclusive = small, poorly fitted or top-dose-only effect; inactive = no such curve, though single readings can be large or run the other way; tested in mouse RAW 264.7 cells; note: potency is the fitted concentration of half-maximal effect; % is set by controls: 0 for no effect and ±100 for the full control effect; nearly all actives have a fitted effect of over 55% in size
ELG1 genotox – qHTS screen for small molecules that induce genotoxicity in human embryonic kidney (HEK293T) cells expressing luciferase-tagged ELG1. HEK293T ELG1-luciferase reporter, luminescence, 16 h. 330,000 compounds, 1.3% hits. Potency, µM (titrated, usually from 46 µM), inactives show at the highest dose activity change, positive = activation, most hits filed as activators. AID 504466, 2011; note: potency is the fitted concentration of half-maximal effect; % of control where 0% means no effect; nearly all actives have a fitted effect of over 60% in size
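HEK293T cells expressing luciferase-tagged ELG1 were exposed to compound or DMSO vehicle for 16 hr at 37 °C and 5% CO2. Luciferase activity was then measured with ONE-Glo after 30 min at room temperature.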
KCNH2 3.1 inh – qHTS for Inhibitors of KCHN2 3.1: Mutant qHTS; Potassium voltage-gated channel subfamily H member 2, brain isoform KCNH2 3.1 (human); U2OS KCNH2 3.1, thallium flux FluxOr; hits give low values; activity change, % (tested at about 1.8 µM); 340,000 compounds, 0.95% hits; AID 720553, 2013;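 active = maximum activity change below -70%; inconclusive = maximum activity change from -70% to -50%; inactive = maximum activity change above -50%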;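 note: thallium influx rate constant from kinetic fluorescence after stimulation buffer; % is set by controls: 0 for no effect and ±100 for the full control effect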
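Steps: virus added to U2OS suspension (4 h, RT, dark); medium with 10% FBS added, cells plated, 37 C overnight; FluxOr/Red40 loading buffer 45 min RT; stimulation buffer, 2 min kinetic read; rate constant normalized.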
Rab9 promoter act – qHTS Assay for Rab9 Promoter Activators; Potency, µM (titrated, usually from 9.22 µM), for inactives: top-dose activation, negative = inhibition, actives largely listed as activators; AID 485297, 2010; Huh7 Rab9 promoter-luciferase reporter, luminescence, 24 h; 320,000 compounds, 2.8% hits; note: potency is the fitted concentration of half-maximal effect; % of control where 0% means no effect; nearly all actives have a fitted effect of over 60% in size
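Huh7 cells stably carrying a Rab9 promoter-luciferase reporter, 1500 cells per well in OP-MEM I with 10% FBS, treated with compound 24 hours at 37C. Luciferase activity read by luminescence after 10 minutes with Amplite reagent.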
Tb PFK inh – qHTS Assay to Find Inhibitors of T. brucei phosphofructokinase | 330,000 compounds, 0.17% hits | T. brucei PFK, ADP-Glo luminescence | ATP-dependent 6-phosphofructokinase (Trypanosoma brucei brucei), O15648 | AID 485367, 2010 | Potency, µM (titrated, usually from 57.5 µM), for inactives: top-dose activity, negative = inhibition, most hits filed as inhibitors;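 note: potency is the fitted concentration of half-maximal effect; 0% = uninhibited 1x PFK enzyme wells and -100% = no-enzyme wells; nearly all actives have a fitted effect of over 60% in size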
Target sequence (O15648 whole entry, looked up): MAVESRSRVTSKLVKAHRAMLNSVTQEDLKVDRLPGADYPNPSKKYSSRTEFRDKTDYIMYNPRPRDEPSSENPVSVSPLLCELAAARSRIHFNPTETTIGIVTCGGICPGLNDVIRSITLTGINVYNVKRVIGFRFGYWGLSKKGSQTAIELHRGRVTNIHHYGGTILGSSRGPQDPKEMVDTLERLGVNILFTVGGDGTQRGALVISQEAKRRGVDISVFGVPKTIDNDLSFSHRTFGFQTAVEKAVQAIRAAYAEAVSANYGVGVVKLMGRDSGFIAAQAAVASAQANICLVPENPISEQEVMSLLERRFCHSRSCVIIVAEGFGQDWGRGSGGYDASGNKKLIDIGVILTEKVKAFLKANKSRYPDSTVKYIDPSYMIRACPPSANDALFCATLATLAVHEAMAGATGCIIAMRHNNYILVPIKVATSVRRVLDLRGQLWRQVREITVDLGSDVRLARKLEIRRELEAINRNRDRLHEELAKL
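In TEA buffer at pH 8.0 with 5 mM MgCl2, enzyme (1.25 nM) converted F6P (0.5 mM) and ATP (0.1 mM) for 45 min at room temperature. ADP product was read by luciferase luminescence.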
FLuc counter – qHTS profiling assay for firefly luciferase inhibitor/activator using purifed enzyme and Km concentrations of substrates (counterscreen for miR-21 project). Luciferin 4-monooxygenase (Photinus pyralis), P08659. purified FLuc, Km substrates, luminescence inhibition. Potency, µM (titrated, usually from 57.5 µM), for the others: at the top dose activity change, negative = inhibition, hits mostly inhibitors. 360,000 compounds, 6.9% hits. AID 588342, 2011;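 note: potency is the fitted concentration of half-maximal effect; plate controls were vehicle for no effect and reference inhibitor for full effect; nearly all actives have a fitted effect of over 55% in size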
Target sequence (P08659 whole entry, looked up): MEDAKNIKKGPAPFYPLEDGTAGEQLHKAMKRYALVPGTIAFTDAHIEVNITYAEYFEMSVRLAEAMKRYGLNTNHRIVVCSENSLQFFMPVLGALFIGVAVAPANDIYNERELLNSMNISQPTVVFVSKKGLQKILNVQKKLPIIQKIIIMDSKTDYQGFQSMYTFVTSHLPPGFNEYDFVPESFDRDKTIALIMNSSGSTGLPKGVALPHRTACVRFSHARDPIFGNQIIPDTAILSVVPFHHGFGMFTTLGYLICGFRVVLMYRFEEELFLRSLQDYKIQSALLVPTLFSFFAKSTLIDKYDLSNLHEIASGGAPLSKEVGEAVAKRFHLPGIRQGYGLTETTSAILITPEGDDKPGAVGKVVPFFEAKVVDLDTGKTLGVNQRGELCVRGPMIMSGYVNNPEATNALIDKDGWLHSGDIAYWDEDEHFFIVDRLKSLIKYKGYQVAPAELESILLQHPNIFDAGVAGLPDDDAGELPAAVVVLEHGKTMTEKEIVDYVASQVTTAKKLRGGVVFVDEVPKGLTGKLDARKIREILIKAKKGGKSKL
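Purified P. pyralis luciferase, 10 nM final, with Km-level 10 uM D-luciferin and 10 uM ATP in 50 mM Tris acetate pH 7.5, 10 mM Mg acetate, 0.01% Tween-20, 0.05% BSA; 6-point qHTS titration about 60 µM downward; luminescence read.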
RORg inh – qHTS for inhibitors of ROR gamma transcriptional activity; Nuclear receptor ROR-gamma (Mus musculus), P51450; Drosophila S2 Gal4-RORgamma UAS-luciferase reporter, 20 h; Potency, µM (top dose mostly 53.6 µM), without a hit: top-dose activity change, negative = inhibition, most hits filed as inhibitors; 310,000 compounds, 5.4% hits; note: potency is the fitted concentration of half-maximal effect; % is set by controls: 0 for no effect and ±100 for the full control effect; nearly all actives have a fitted effect of over 60% in size
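ROR gamma transcriptional activity was tracked as Gal4-UAS luciferase output in stably transfected Drosophila Schneider cells, with compound added 1 hr before 700 uM copper sulfate induction and a 20 hr ambient-temperature incubation.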
NPC1 promoter act – qHTS Assay for NPC1 Promoter Activators; Huh7 NPC1 promoter luciferase reporter, 24 h; Potency, µM (doses to about 9.22 µM), without a hit: top-dose activation, actives largely listed as activators; 320,000 compounds, 2.4% hits;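 note: potency is the fitted concentration of half-maximal effect; % of control where 0% means no effect; nearly all actives have a fitted effect of over 60% in size; reporter is driven by a mutant NPC1 promoter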
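Stably transfected Huh7 (NPC1 promoter→luciferase), 1500 cells/well in Opti-MEM + 10% FBS, 2 h settle, then compound 24 h at 37 °C. Luminescence after 10 min with Amplite reagent.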
Giardia kill – Small Molecules that selectively kill Giardia lamblia: qHTS; activity change, % at 7.66 µM, hits read low; Giardia lamblia trophozoite viability; 340,000 compounds, 0.15% hits; AID 540267, 2011; in the data active = activity change below about -80%; inconclusive = between about -30% and that limit;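 note: parasites exposed to compound for two days anaerobically before the ATP read; % is set by controls: 0 for no effect and ±100 for the full control effect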
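ATP-content bioluminescence gauges trophozoite survival. Cells (100/well) receive compound and incubate anaerobically for 48 hrs at 37 deg C; detection reagent follows for 15-30 min at room temperature.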
VP16 counter – VP16 counterscreen qHTS for inhibitors of ROR gamma transcriptional activity; Drosophila S2 Gal4-VP16 UAS-luciferase, luminescence, 20 h; Potency, µM (highest dose often 53.6 µM), for the others: at the highest dose activity, negative = inhibition, actives largely listed as inhibitors; 310,000 compounds, 3.5% hits;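 note: Gal4-VP16 expression switched on by copper sulfate through the metallothionein promoter; potency is the fitted concentration of half-maximal effect; % is set by controls: 0 for no effect and ±100 for the full control effect; nearly all actives have a fitted effect of over 50% in size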
Numbers without * were called inactive; ? = inconclusive; / = no result given; [ ] = remark or other dose. Unless noted, calls come from the whole dose curve; as a rule, active = well fitted curve in the direction sought with a large enough effect; inconclusive = small, poorly fitted or top-dose-only effect, or another doubt; inactive = no such curve, though single readings can be large; an effect the other way counts as inactive or inconclusive.

mol	VP16 counter	FBPA coupling cs	Giardia kill	Tb PFK inh	ELG1 genotox	KCNH2 3.1 inh	uPA surface inh	RORg inh	FLuc counter	Rab9 promoter act	NPC1 promoter act
CC(=O)NCCc1ccc(S(=O)(=O)N2CCN(c3nc(-c4ccccc4)c(C)s3)CC2)cc1	-1%	1	2	1%	-6%	2	13%	-10%	-2%	-2%	0%
COc1ccc(Cl)cc1NC(=O)CSc1nnc(Cn2c(=O)sc3ccccc32)n1C	-11%	-4	4	3%	3%	1	-15%	-5%	1%	2%	0%
Cc1ccc(C(=O)Nc2ccc3c(c2)C(=O)N(C)C3=O)c(C)c1	-2%	3	14	0%	8%	-8	9%	-43%	?	0%	3%
CCOC(=O)C1CCN(C(=O)c2cc3cc(C)ccc3[nH]2)CC1	?	3	20	0%	?	-2	-5%	?	-15%	3.2µM*	2.8µM*
CCOc1ccc(OCC)c(NC(=O)C2CCCN(C(=O)c3ccc(Cl)cc3)C2)c1 (stereo not given)	/	/	-4	1%	-4%	-8	9%	/	5%	0%	-3%
CCOc1ccccc1N1CCN(C(=O)CCNS(=O)(=O)c2ccccc2F)CC1	/	/	-11	2%	-3%	14	15%	/	0%	-4%	-1%
Cc1ccc(S(=O)(=O)c2nc(NC3CCS(=O)(=O)C3)sc2Cl)cc1 (stereo not given)	-6%	0	3	2%	0%	-7	1%	4%	10%	-4%	-4%
O=C1CNC(=S)N1c1nc2ccccc2s1	5.6µM*	5	-5	-6%	?	12	3%	0.79µM*	17µM*	?	?
Cc1cc(C)n2cc(CSCc3ccco3)nc2n1	-3%[0.365 µM]	0	6	-10%	5%	3	1%	35%	1%	2%	-2%
CCc1ccc(NC(=O)COC(=O)CC2CCCC2)cc1	/	/	-12	0%	-3%	-14	3%	/	/	/	/
Cc1onc(-c2c(Cl)cccc2Cl)c1C(=O)NC(C)(C)CO	12%	-1	-5	0%	-3%	29	0%	3%	3%	-4%	4%
CCN(CC(=O)Nc1ccccc1C(F)(F)F)CC(=O)NC1CC1	/	/	-21	-1%	-3%	-21	5%	/	0%	-7%	-6%
O=C(c1cnn(C(=O)CN2CCCC2=O)c1)c1ccccc1O	/	/	-2	-3%	-4%	-22	10%	/	0%	-2%	-3%
O=C(Nc1ccc(F)cc1F)N1CCCCCC1	-2%	2	-24	-2%	15%	5	-1%	-29%	-18%	28%	21%
Cc1cc(OCC(=O)Nc2ccccc2C)no1	/	/	-1	0%	2%	-11	-4%	/	/	-10%	-1%

Further structures follow.
mol	VP16 counter	FBPA coupling cs	Giardia kill	Tb PFK inh	ELG1 genotox	KCNH2 3.1 inh	uPA surface inh	RORg inh	FLuc counter	Rab9 promoter act	NPC1 promoter act
CCOc1cccc2cc(C(=O)N3CCOCC3)c(=O)oc12	0%	-1	13	-1%	3%	7	1%	-7%	5%	-2%	-4%
Cc1ccc2c(C(=O)CNc3nncs3)c(C)[nH]c2c1	-13%	-2	-19	-8%	2%	9	-17%	?	?	1%	-1%
Nc1cc(C(=O)OCC(=O)NCCNC(=O)COC(=O)c2ccc(Cl)c(N)c2)ccc1Cl	-5%	2	-24	-1%	-3%	6	-2%	41%	-1%	3%	2%
C=CCNC(=O)c1cc(-c2ccncc2)nc2c(C)cc(C)cc12	-18%	0	28	-8%	-10%	5	-3%	-31%	7%	-1%	0%
COc1ccccc1NS(=O)(=O)c1cccc(NC(=O)Cc2cccs2)c1	-7%	4	-8	10%	-7%	4	2%	3%[10 µM]	-11%	-3%	-2%
CCCc1c(C(=O)N/N=C/c2cccs2)nnn1-c1nonc1N	6.3µM*	-1	2	-17%	1%	2	-8%	?	-7%	?	-3%
O=C(CN1C(=O)NC2(CCCC2)C1=O)N1CCN(c2cccc(C(F)(F)F)c2)CC1	/	/	-13	-21%	-11%	8	0%	/	-1%	-7%	-6%
Cc1cnc(C)c(N2CCC(C(=O)NCc3cccs3)CC2)n1	-2%	1	1	-3%	-1%	-16	-3%	-10%	0%	4%	1%
COCCN(C(=O)COC(=O)/C=C/c1ccco1)c1c(N)n(Cc2ccccc2)c(=O)[nH]c1=O	7%	-2	-8	-26%	0%	19	0%	17%	0%	1%	-1%
O=[N+]([O-])c1ccc(NCCCN2CCOCC2)c(Cl)c1	-3%	0	-2	-5%	0%	?	/	1%	-3%	0%	-1%
O=C(CCC(=O)N(CC(=O)NC1CCCC1)Cc1cccs1)Nc1nccs1	1%	1	4	-4%	-1%	5	3%	-2%	-2%	-6%	-3%
CN1CCN(NC(=S)NC2CCCCC2)CC1	1%	-1	-6	0%	1%	0	1%	-32%	1%	-1%	1%
COc1ccc(Cl)cc1S(=O)(=O)n1cnc2ccccc21	/	3	-19	?	1%	-13	-2%	0%[0.365 µM]	1%	13%	11%
COCCN(CCOC)S(=O)(=O)c1ccc(C(=O)Nc2nnc(COC)o2)cc1	-7%	1	20	0%	5%	-9	9%	?	6%	-6%	-1%
CN(C)S(=O)(=O)N1CCN(CC(=O)Nc2ccc(F)cc2)CC1	27%	3	-16	0%	0%	5	21%	?	6%	2%	-5%

The results go on.
mol	VP16 counter	FBPA coupling cs	Giardia kill	Tb PFK inh	ELG1 genotox	KCNH2 3.1 inh	uPA surface inh	RORg inh	FLuc counter	Rab9 promoter act	NPC1 promoter act
COc1ccc(OC)c(Nc2nc(-c3sc(NC(=O)C(C)(C)C)nc3C)cs2)c1	11µM*	-2	11	2%	-8%	26	?	?	-3%	4%	-12%
CS(=O)(=O)c1ccc(C(=O)OCC(=O)Nc2cccnc2Cl)cc1[N+](=O)[O-]	/	/	-9	1%	-5%	-1	?	/	/	/	/
CC(C)CNC(=S)N(CCO)Cc1cc2cc3c(cc2[nH]c1=O)OCO3	3%	0	19	-1%	1%	1	6%	45%	-2%	0%	0%
CN(C)/C=C(\c1cnc(Cl)s1)S(=O)(=O)c1ccccc1	-5%[10 µM]	13	-20	0%	-4%	0	-5%	13%	3%	-8%	0%
CC(C)[C@H](CN1CCC[C@H]1CN1C(N)=NC[C@H]1C(C)C)N1C[C@@H](Cc2ccccc2)N(CCCC2CCCC2)C1=N	/	/	?	0%	2%	7	12%	/	/	/	/
OCC(O)C(O)C(O)C(O)C1NCCS1 (stereo not given)	-13%	1	4	-4%	7%	-14	7%	-3%	1%	8%	11%
Cc1ccccc1NCc1ccc(O)c2ncccc12	11µM*	-4	8	0%	-7%	14	-21%	11µM*	-1%	-8%	-1%
Cn1c(Cn2c(=O)sc3ccccc32)nnc1SCC(=O)N1CCN(c2ccccc2)CC1	-5%	1	24	3%	0%	-22	3%	13%	1%	2%	-2%
Cn1nnnc1SCCNC(=O)C1CCC(=O)N(Cc2ccccc2F)C1 (stereo not given)	10%	0	13	2%	1%	-6	?	-12%	0%	-1%	-5%
COC(=O)c1ccc(CSc2ccc3nnc(-c4cccnc4)n3n2)o1	0%	3	/	-7%	?	/	/	4%	4%	-4%	7%
CCN1CCN(CCCOc2ccc(Cl)cc2Br)CC1	-8%	0	2	-21%	-2%	-38	-1%	-4%	-15%	-8%	3%
Cc1cc2ccccc2c(=O)n1CC(=O)NCC(=O)N1CCCC1	3%	3	0	-4%	1%	-10	4%	3%	1%	-2%	1%
CCCN1C(=O)c2cc(C(=O)Nc3ccccc3C)ccc2C1Nc1ccccc1C (stereo not given)	1%	5	4	-5%	-7%	4	5%	7%	2%	-15%	1%
C[C@H](O)Cc1cn(-c2cc3cc(C#Cc4ccsc4)ccc3oc2=O)nn1	/	/	7	-3%	0%	-19	3%	/	2%	-5%	-1%
CC1COc2ccccc2N1C(=O)c1ccc(Cl)nc1 (stereo not given)	-2%	1	46[activator]	1%	-2%	-5	/	-16%	-1%	-4%	9%

Random draw from the library, and some 14% of all compounds hit somewhere here.
